RECQ1 helicase: blocks DNA unwinding by human RECQ1 | P46063 | RECQ1 DNA unwinding, red fluorescence kinetic read | Potency, µM (top dose mostly 57.3 µM), for inactives: top-dose activity, negative = inhibition, hits mostly inhibitors | hit rate 0.54% among 240,000 | AID 2549;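 further: plate controls were vehicle for no effect and no enzyme for full effect; nearly all actives have a fitted effect of over 30% in size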
Target sequence (P46063 whole entry, looked up): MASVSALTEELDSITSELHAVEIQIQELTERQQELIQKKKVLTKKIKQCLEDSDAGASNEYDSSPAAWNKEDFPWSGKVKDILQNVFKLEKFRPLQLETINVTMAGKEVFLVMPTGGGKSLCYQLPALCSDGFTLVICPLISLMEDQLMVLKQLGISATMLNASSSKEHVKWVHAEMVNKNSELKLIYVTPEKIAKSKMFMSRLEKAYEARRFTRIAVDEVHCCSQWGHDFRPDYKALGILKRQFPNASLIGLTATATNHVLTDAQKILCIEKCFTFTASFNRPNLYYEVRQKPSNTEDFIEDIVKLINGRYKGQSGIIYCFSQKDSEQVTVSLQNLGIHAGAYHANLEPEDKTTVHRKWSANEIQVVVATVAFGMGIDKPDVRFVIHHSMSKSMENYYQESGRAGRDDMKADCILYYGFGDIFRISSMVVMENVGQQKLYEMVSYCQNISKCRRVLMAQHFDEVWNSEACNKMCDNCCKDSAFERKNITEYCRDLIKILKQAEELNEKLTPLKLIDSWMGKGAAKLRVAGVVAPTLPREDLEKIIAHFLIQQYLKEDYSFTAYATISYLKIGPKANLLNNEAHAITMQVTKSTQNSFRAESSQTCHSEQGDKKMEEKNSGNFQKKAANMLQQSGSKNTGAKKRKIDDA
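RECQ1T1 50 nM; forked duplex (20 bp + 30-nt ss tails) 200 nM, ATP 2 mM final; pH 8.0, 2 mM MgCl2, 2.5 ug/ml poly(dI-dC); 15 min compound preincubation; discontinuous kinetic read over 2 h at RT.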
L3MBTL1 block: L3MBTL1 (human) inhibition. AID 485360. AlphaScreen L3MBTL1–H3K9me1 peptide binding. Potency, µM (series often up to 57.1 µM), inactives show top-dose activity, negative = inhibition, most hits filed as inhibitors. hit rate 0.66% among 230,000; further: on the % scale 0 is the no-effect control and ±100 the full control effect; nearly all actives have a fitted effect of over 60% in size
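Read-out is AlphaScreen signal from streptavidin donor and nickel chelate acceptor beads (10 ug/mL final each) bridging L3MBTL1 (50 nM) and biotinylated K9-monomethylated H3(1-15) peptide (75 nM), after 30 min compound exposure at room temperature.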
TRb-SRC2 inh: inhibitors of human thyroid hormone receptor beta-SRC2 interaction | Potency, µM (titrated, usually from 106 µM), inactives show at the highest dose activity change, negative = inhibition, usual class: inhibitors | AID 1469 | hit rate 0.065% among 280,000 | TRbeta-SRC2 peptide binding, fluorescence polarization; receptor liganded with 1 µM T3 | P10828;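 further: plate controls were bound peptide for no effect and peptide without receptor for full effect; nearly all actives have a fitted effect of over 50% in size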
Target sequence (P10828 whole entry, looked up): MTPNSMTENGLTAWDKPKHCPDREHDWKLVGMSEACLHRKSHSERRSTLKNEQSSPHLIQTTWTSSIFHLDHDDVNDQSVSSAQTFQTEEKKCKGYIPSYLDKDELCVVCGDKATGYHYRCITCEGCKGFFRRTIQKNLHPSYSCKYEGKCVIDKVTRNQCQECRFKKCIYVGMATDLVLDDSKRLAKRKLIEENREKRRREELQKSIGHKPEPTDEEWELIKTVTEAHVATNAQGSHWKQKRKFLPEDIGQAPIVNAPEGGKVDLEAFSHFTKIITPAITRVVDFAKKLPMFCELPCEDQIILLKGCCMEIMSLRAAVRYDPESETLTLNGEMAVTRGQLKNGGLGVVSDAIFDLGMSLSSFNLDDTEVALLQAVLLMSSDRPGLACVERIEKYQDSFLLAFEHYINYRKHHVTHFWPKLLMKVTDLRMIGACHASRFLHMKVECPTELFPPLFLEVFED
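Read-out is fluorescence polarization (555 nm excitation, 632 nm emission) of a Texas Red SRC2 coactivator peptide; loss of signal reflects blocked binding to human TRb ligand-binding domain in the presence of 1 uM T3.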
Tau ThT inhib: blocks human tau fibril formation measured by thioflavin T. recombinant tau K18 P301L, heparin-induced fibrillization, ThT fluorescence. Potency, µM (top dose mostly 57.4 µM), for the others: top-dose activity, negative = inhibition, usual class: inhibitors. hit rate 2.1% among 270,000. AID 1460; further: on the % scale 0 is the no-effect control and ±100 the full control effect; nearly all actives have a fitted effect of over 55% in size
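Fibril formation assay: tau K18 P301L at 15 uM with trace Alexa 594 label, heparin inducer 20 uM, pH 7 sodium acetate buffer, 37 C for 6 hr; endpoint ThT signal.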
Tau fluor counter: counter-screen for tau fibril formation inhibitors. tau K18 P301L (four-repeat tau fragment) Alexa594 fluorescence, heparin fibrillization. Potency, µM (titrated, usually from 57.7 µM), without a hit: at the top dose activity change, negative = decrease. hit rate 0.93% among 280,000; further: on the % scale 0 is the no-effect control and ±100 the full control effect; nearly all actives have a fitted effect of over 55% in size
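Human K18 P301L tau (15 uM unlabeled plus 0.24 uM Alexa 594-labeled, final) in 100 mM sodium acetate pH 7 was mixed with compound and 20 uM heparin and incubated 6 hr at 37 C.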
HTT ATP protect: cytoprotection in Huntington HTT-Q103 PC12 cell model. PC12 HTT-Q103 induced, cytoprotection, ATP luminescence, 40 h. Potency, µM (doses to about 56.4 µM), inactives show cytoprotection (ATP increase), hits mostly activators. hit rate 0.14% among 230,000. AID 1471;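 further: % of control where 0% means no effect; nearly all actives have a fitted effect of over 45% in size; toxic huntingtin expression switched on by the ecdysone agonist tebufenozide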
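Huntington model: PC12 line, ecdysone-inducible HTTQ103 exon1–GFP, tebufenozide 100 nM. Test articles in a dose series. Endpoint luminescence from cellular ATP.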
Tau FP inhib: tau fibrillization inhibition (FP); AID 1468; P10636; Potency, µM (titrated, usually from 57.7 µM), for inactives: at the highest dose activity, negative = inhibition, usual class: inhibitors; hit rate 0.39% among 280,000; K18 P301L tau heparin fibrillization, Alexa594 FP, 6 h; further: on the % scale 0 is the no-effect control and ±100 the full control effect; nearly all actives have a fitted effect of over 55% in size
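FP of Alexa 594-tau after heparin (20 uM) induction. Substrate: human K18 P301L, 15 uM unlabeled, 0.24 uM labeled. Buffer 100 mM sodium acetate pH 7. 6 hr, 37 C.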
TR SRC2 fluor cs: Texas Red fluorescence interference in TRb-SRC2 counter-screen; TRb/SRC2 Texas Red total fluorescence interference; Potency, µM (highest dose often 106 µM), without a hit: top-dose fluorescence change, negative = quenching; hit rate 0.29% among 280,000; active means well fitted curve in either direction with a large enough effect; inconclusive means small, poorly fitted or top-dose-only effect; further: on the % scale 0 is the no-effect control and ±100 the full control effect
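Flags fluorescent or light-absorbing compounds by total fluorescence, S + 2P, at 555 nm excitation and 632 nm emission. Mixture: 20 nM Texas Red SRC2 peptide, 0.6 uM human TRb LBD, 1 uM T3, 5% DMSO; compound exposure 5 h at ambient temperature.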
* marks the source's active call; other numbers are inactive results; i = inactive; ? = inconclusive; nt = no result given; & = joins results of further samples; [ ] = remark or other dose. Unless noted, the call rests on the fitted dose curve; in most records, active means well fitted curve in the direction sought with a large enough effect; inconclusive means small, poorly fitted or top-dose-only effect, or another doubt; inactive means no such curve, though single readings can be large; an effect the other way counts as inactive or inconclusive. Potency means the concentration at half of the fitted maximal effect. An excerpt; the hit share may differ from the screen's.

Start of the listing, in advance:
1. CC(C)C(=O)Nc1ccc(N2CCN(c3ccc(F)cc3)CC2)cc1
2. Fc1ccc(Nc2ncnc3c2nc2n3CCCC2)cc1
3. Cc1ccc2c(CNCCc3ccccc3)c(C(=O)O)n(Cc3ccccc3C)c2c1
assay / compound | 1 | 2 | 3
TRb-SRC2 inh | 5.6% | 4.1% | -1.3%
HTT ATP protect | 17.9%[10 µM] | nt | nt
L3MBTL1 block | -6.6% | nt | nt
Tau fluor counter | -9.6% | -6.1% | 4.1%
Tau ThT inhib | ? | -5.4% | 6.8%
Tau FP inhib | -1.4% | 6.2% | 0.6%
TR SRC2 fluor cs | -0.1% | 7.4% | -2.3%
RECQ1 helicase | ? | nt | nt

Results, previewed entries included:
1. CC(C)C(=O)Nc1ccc(N2CCN(c3ccc(F)cc3)CC2)cc1
2. Fc1ccc(Nc2ncnc3c2nc2n3CCCC2)cc1
3. Cc1ccc2c(CNCCc3ccccc3)c(C(=O)O)n(Cc3ccccc3C)c2c1
4. COc1ccccc1Nc1nc(N)nc(CSc2nc(C)cc(C)n2)n1
5. CCOc1ccc(NC(=S)N(CCc2c(C)[nH]c3ccccc23)Cc2cccnc2)cc1
6. COc1ccc(CN(C)CC(=O)Nc2ccc(N3CCOCC3)cc2)cc1OC
7. CCOC(=O)c1c(NC(=O)Cn2c(=O)oc3ccccc32)oc(C)c1C(C)=O
8. CCOC(=O)c1cnc2ccccc2c1Nc1cccc(OC)c1
assay / compound | 1 | 2 | 3 | 4 | 5 | 6 | 7 | 8
TRb-SRC2 inh | 5.6% | 4.1% | -1.3% | -1.5% | 6.6% | -11.8% | 3.3% | 3.7%
HTT ATP protect | 17.9%[10 µM] | nt | nt | -34.7% | nt | -11.5%[10 µM] | 3.2%[0.074 µM] | nt
L3MBTL1 block | -6.6% | nt | nt | -2.5% | ? | 7.1% | 12.9% | nt
Tau fluor counter | -9.6% | -6.1% | 4.1% | -12.1% | 0.0% | -3.2% | 1.9% | -18.6%
Tau ThT inhib | ? | -5.4% | 6.8% | -17.2% | 3.9% | -16.8% | 1.2% | ?
Tau FP inhib | -1.4% | 6.2% | 0.6% | 0.1% | 4.7% | 9.0% | -12.6% | -10.3%
TR SRC2 fluor cs | -0.1% | 7.4% | -2.3% | -2.2% | -0.3% | -2.7% | 0.8% | -2.6%
RECQ1 helicase | ? | nt | nt | -10.3% | -3.1% | -2.8% | 0.4% | nt

9. Oc1ccc2oc3c(c2c1/C=N/n1cnnc1)CCCC3
10. COc1ccc(Cl)cc1NC(=O)C1CCN(S(=O)(=O)c2ccc(F)cc2)CC1
11. CC1(C)CC(=O)C2=C(C1)N(c1cccc(O)c1)C1=C(C2)C(=O)CC(C)(C)C1
12. O=C(CN1C(=O)NC2(CCCCC2)C1=O)Nc1ccc(S(=O)(=O)N2CCOCC2)cc1
13. CCOC(=O)c1[nH]c2ccc(OC)cc2c1NC(=O)c1ccc2c(c1)OCO2
14. O=C(CCC(=O)OCc1cccc([N+](=O)[O-])c1)Nc1ccc(F)cc1
15. CCN(C(=O)c1c(C)oc2ncn(CC(C)C)c(=O)c12)c1cccc(Cl)c1
16. c1cncc(-c2nc3ccccc3o2)c1
assay / compound | 9 | 10 | 11 | 12 | 13 | 14 | 15 | 16
TRb-SRC2 inh | 10.2% | 8.0% | 5.0% | 0.4% | 6.5% | 2.9% | 2.5% | 2.8%
HTT ATP protect | 4.8% | nt | -4.3% | -13.0%[1.9 µM] | -29.9% | -12.0% | nt | -3.7%
L3MBTL1 block | -5.3% | nt | nt | -0.1% | 3.1% | -0.7% | nt | 0.1%
Tau fluor counter | -4.6% | ? | -23.0% | 1.4% | ? | -0.3% | -5.8% | -10.8%
Tau ThT inhib | 2.0% | -13.6% | ? | 12.4% | ? | 7.4% | -0.4% | -4.2%
Tau FP inhib | 0.7% | -11.9% | ? | 8.8% | 20.2% | -8.8% | -2.1% | 4.7%
TR SRC2 fluor cs | -1.5% | -2.4% | -0.1% | 2.2% | -2.0% | -0.6% | -3.6% | 3.8%
RECQ1 helicase | -3.8% | nt | -5.4% | 5.5% | -17.8% | -6.6% | nt | -7.9%

17. COc1ccc(C(F)(F)F)cc1N/C=C/c1nnnn1-c1ccc2ccccc2c1
18. COc1ccc(NC(=O)c2sc(SCc3ccccc3)nc2N)cc1
19. Cc1cc(C(C)(C)C)oc1C(=O)OCC(=O)NC1CCCCC1
20. Clc1cccc(OCCn2cncn2)c1Cl
21. O=C(Nc1nnc(S(=O)(=O)N2CCCCC2)s1)c1ccc(F)cc1
22. CCOc1ccc(NC(=O)COc2nsnc2N2CCCCC2)cc1
23. CN1CCN(c2nc3c(c(=O)[nH]c(=O)n3C)n2CCSc2nc3ccccc3s2)CC1
24. Cc1ccc(C(=O)Nc2ccc3nc(SCC(=O)N4CCCc5ccccc54)sc3c2)cc1
assay / compound | 17 | 18 | 19 | 20 | 21 | 22 | 23 | 24
TRb-SRC2 inh | -5.4% | 19.8% | -5.1% | -0.3% | -11.5% | 3.6% | 1.6% | -3.0%
HTT ATP protect | -1.3%[10 µM] | 1.7%[10 µM] | 14.6%[10 µM] | -1.5% | nt | -5.7% | 1.6%[10 µM] | nt
L3MBTL1 block | 0.9% | -1.6% | 12.1% | 2.2%[11.4 µM] | nt | -7.4% | 30.0% | nt
Tau fluor counter | -4.7% | ? | -3.3% | 3.7% | ? | -18.4% | 6.5% | -29.3%
Tau ThT inhib | 4.1% | ? | -4.6% | 3.7% | 4.47µM* | -16.2% | 5.5% | ?
Tau FP inhib | -3.1% | 11.3% | 16.1% | 7.4% | 17.3% | 2.8% | 5.1% | ?
TR SRC2 fluor cs | -3.1% | -1.6% | -4.6% | -0.5% | 100µM*[quencher] | 2.3% | 1.5% | 2.7%
RECQ1 helicase | -3.5% | -8.1% | i | i | nt | i | 3.1% | nt

25. Cn1c(=O)[nH]c(NC2CCCCC2)c(N=O)c1=O
26. CC(C)[C@H](NC(=O)Nc1ccc(Oc2ccccc2)cc1)C(=O)O
27. Cc1ccc(NC(=S)N(Cc2ccc(Cl)cc2)Cc2ccc(C(=O)O)cc2)cc1Cl
28. Cc1ccc(N(CC(=O)Nc2ccc(C)cn2)S(=O)(=O)c2c(C)nn(C)c2C)cc1
29. Cc1ccccc1N1C(=O)CC(N(O)c2ccccc2)C1=O (centres undefined)
30. Cc1ccc(NC(=S)N(Cc2cccc(Br)c2)CC2CCC(C(=O)O)CC2)cc1 (centres undefined)
31. CCCCn1cc(S(=O)(=O)c2ccccc2)c(=O)c2cc(F)c(N3CCC(C)CC3)cc21
32. COc1ccc(OCC(=O)N2CCN(C(=O)COc3ccccc3)CC2)cc1
assay / compound | 25 | 26 | 27 | 28 | 29 | 30 | 31 | 32
TRb-SRC2 inh | -1.7% | 0.5% | 1.6% | -0.7% | 2.2% | -4.3% | 1.3% | 2.1%
HTT ATP protect | -26.9%[10 µM] | -18.6% | -2.2% | -10.8% | -10.8%[0.074 µM] | -30.7%[inhibitor] | nt | -8.6%
L3MBTL1 block | 12.4% | -0.1% | nt | -3.3% | -3.5% | nt | nt | 6.1%
Tau fluor counter | 3.7% | -9.4% | -9.1% | -5.7% | -6.0% | -8.0% | -1.9% | -1.0%
Tau ThT inhib | 2.0% | -13.9% | -5.6% | -2.4% | -9.3% | -9.2% | -4.0% | -8.0%
Tau FP inhib | -0.5% | -0.9% | 10.9% | 3.7% | -5.8% | 1.9% | -3.2% | 1.0%
TR SRC2 fluor cs | 0.0% | -1.6% | 0.3% | 1.0% | 0.8% | 1.3% | 2.8% | 5.4%
RECQ1 helicase | 11.2% | 1.1% | -2.5% | i | -8.6% | i | nt | -7.8%

33. COc1ccc(-n2cc(-c3ccccc3)c3c(N4CCN(CCO)CC4)ncnc32)cc1
34. FC(F)(F)c1cccc(Oc2nc(-c3ccccc3)nnc2C(F)(F)F)c1
35. CC(=O)NCC(=O)N1CCCC(C(=O)c2ccc(Oc3ccccc3)cc2)C1 (centres undefined)
36. CCC1(C(=O)OC)CCc2c(cc(OC)c3ccccc23)C1=O (centres undefined)
37. C[C@@H]1CN(c2c(F)c(F)c3c(=O)c(C(=O)O)cn(C4CC4)c3c2F)C[C@H](C)N1
38. CN(C)CCCNc1ccc(-c2nn(C)c(=O)c3ccccc23)cc1[N+](=O)[O-]
39. CCCNC(=S)Nc1ccc(Br)cc1
40. CCCCCc1cc(=O)oc2c(C(CCN(CC)CC)c3ccc(OC)cc3)c(OC)cc(OC)c12 (centres undefined)
41. COc1ccc(Cn2c(CCC(=O)NCc3ccc(Cl)cc3)nc3cccnc32)cc1
42. Cc1ccc(C(=O)N/C(=C/c2ccco2)C(=O)O)cc1
assay / compound | 33 | 34 | 35 | 36 | 37 | 38 | 39 | 40 | 41 | 42
TRb-SRC2 inh | 2.8% | -7.0% | 1.2% | -5.2% | -4.6%&1.7% | -2.3% | -2.9% | -2.2% | -0.2% | 5.0%
HTT ATP protect | -18.5%[10 µM] | -27.7% | -30.3%[inhibitor] | 1.2%[10 µM] | -40.9%[inhibitor] | -32.1%[inhibitor] | 19.5% | -1.8%[10 µM] | nt | -0.1%[10 µM]
L3MBTL1 block | -16.8% | 46.9%[activator] | 12.3% | 204.8%[activator] | nt | 7.7%[11.4 µM] | 0.4% | nt | nt | 4.1%
Tau fluor counter | -1.7% | -5.3% | 0.8% | -24.2% | nt | -2.5% | -12.9% | 17.9% | -19.7% | -3.5%
Tau ThT inhib | -7.2% | 3.1% | -3.6% | ? | nt | -8.5% | -9.7% | -9.4% | ? | -7.7%
Tau FP inhib | 6.9% | -3.3% | -0.7% | -13.8% | nt | -2.4% | -0.9% | 1.2% | -9.2% | 1.7%
TR SRC2 fluor cs | -2.1% | -5.1% | -5.5% | -1.3% | 2.2%&-1.0% | -1.7% | -6.5% | -5.1% | 0.7% | 1.0%
RECQ1 helicase | 0.5% | -7.0% | i | -9.6% | 12.2% | i | -4.2% | i | nt | -11.7%

Screens (PubChem)
